# Screening results deposited in PubChem BioAssay by National Center for Advancing Translational Sciences (NCATS).
# HCMV antiviral – qHTS Assay for inhibitors of the human cytomegalovirus (HCMV) | activity change, negative = inhibition, % at 57.5 µM | 410,000 compounds, 4.5% hits | HFF cells, HCMV-luciferase reporter, 72 h; hits give low values; in the data active means activity change below about -60%; inconclusive means no clear call, values can overlap the other calls; inactive means above about -39%
#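 Cell-based, HFFs, 1000 cells/well, 16 h 37C; cpds in DMSO + HCMV-luc, MOI 1 PFU/cell; 72 h 37C; OneGlo luminescence after 5 min RT; norm. to buffer vs Salinomycin 10uM.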
# AMA1-RON2 inh – qHTS for Inhibitors of AMA1-RON; Towards Development of Antimalarial Drug Lead: Primary Screen | Plasmodium falciparum AMA1 (3D7) - RON2 peptide interaction | AlphaScreen AMA1-biotinylated RON2 peptide binding | Potency, µM (series often up to 58.2 µM), for the others: at the highest dose activity change, negative = inhibition, actives largely listed as inhibitors | 360,000 compounds, 0.2% hits; active means well fitted inhibition curve with a large enough effect; inconclusive means small, poorly fitted or top-dose-only effect; inactive means no such curve, though single readings can be large or run the other way;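 further: potency means the concentration at half of the fitted maximal effect; 0% = vehicle wells and -100% = peptide control; nearly all actives have a fitted effect of over 45% in size; some results filed as inactive show a strong effect at the top dose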
#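 AMA1 (3D7) with his tag at 25 nM final met compounds first, then biotinylated RON2 peptide at 25 nM; detection used donor plus acceptor beads, 10 µg/mL apiece, read by AlphaScreen after 30 min at room temperature.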
# An asterisk follows results filed as active; ? = inconclusive; [ ] = another dose, or the depositor's remark. Unless noted, on the % scale 0 is the no-effect control and ±100 the full control effect. These rows are one share of the data; the hit share may differ from the screen's.
structure | HCMV antiviral | AMA1-RON2 inh
Cc1ccc(S(=O)(=O)N2C[C@H]3C(=O)C[C@@H](c4ccccc4)N(S(=O)(=O)c4ccccc4[N+](=O)[O-])[C@H]3C[C@H]2c2ccccc2)cc1 | -19 | -2%
C[C@H]1Cn2cnc(C(=O)Nc3ccc(CNC(=O)OC(C)(C)C)cc3)c2C(=O)N1 | -18 | 38%[activator]
Cc1ccc(S(=O)(=O)NN=C2CCc3ccccc32)cc1 | 51 | -6%
Cn1c(/C(C#N)=C(\O)c2ccccc2Cl)nc2ccccc21 | ? | 75%[activator]
CCOc1ccc(S(=O)(=O)NCCC(=O)NCC(c2ccc(OC)cc2)N2CCOCC2)cc1 (stereo not given) | 25 | 127%[activator]
CCCCCNC(=O)C(c1cccc2ccccc12)n1c(=O)c(-c2ccccc2)nc2ccccc21 (stereo not given) | 59 | -7%
COC(=O)c1ccc2nc(-c3ccc(OC)c(OC)c3)c(Cc3ccccc3)n2c1 | 34 | 10%
COc1ccc(NC(=O)C2Cc3c(-c4ccc(NC(C)=O)cc4)ccnc3O2)cc1OC (stereo not given) | -36 | -5%
CC1(c2ccccc2)NC(=O)N(CC(=O)N2CCN(S(=O)(=O)c3cccc(C(F)(F)F)c3)CC2)C1=O (stereo not given) | 35 | 30%[activator]
CC(C)Cn1cnc2c(SCc3ccccc3Cl)nc(N)nc21 | 18 | 12%
CC(c1ccccc1)C(OC(=O)c1cccc([N+](=O)[O-])c1C(=O)O)c1ccccc1 (stereo not given) | -23 | -2%
COc1cccc(CN2C(=NC(=O)C3CCCO3)SC3CS(=O)(=O)CC32)c1 (stereo not given) | -6 | 8%

# Next section.
structure | HCMV antiviral | AMA1-RON2 inh
C[C@@H]1CN([C@@H](C)CO)C(=O)c2cc(Br)cnc2O[C@H]1CN(C)Cc1cccnc1 | -21 | 7%
COc1ccc(C(C)=O)cc1CN1C(=O)C(C)ON=C1c1ccccn1 (stereo not given) | 42 | -3%
CCOc1ccc2[nH]cc(C(=O)N3CCN(C4CCCCC4)CC3)c(=O)c2c1 | -23 | -3%
COc1ccc(CC(N)c2csc(NC(=O)c3cccs3)n2)cc1 (stereo not given) | -19 | 84%[activator]
CC(C)[C@H](NC(=O)c1cccc(CN(Cc2ccccc2)C(=O)/C=C/c2ccccc2)c1)C(=O)O | ? | -6%
CC(C)(C)n1nnnc1C(c1ccccc1)N1CCC2(CC1)C(=O)NCN2c1ccccc1 (stereo not given) | -11 | -15%
CC1(C(=O)NS(=O)(=O)Cc2ccccc2)CCN1C(=O)Cc1ccccc1 (stereo not given) | -14 | 1%
O=C1NC[C@H](CCCCN2C[C@H](Cc3ccccc3)N(CCC3CCCCC3)C(=O)C2=O)N(CC2CCCCC2)C1=O | -12 | 7%
COc1ccc(-c2cnc3c(NC=O)cc(-c4ccc(S(C)(=O)=O)cc4)cn23)cc1OC | 18 | 37%[activator]
Cc1cccc(S(=O)(=O)N(C)C[C@@H]2OCc3cnnn3CCCC(=O)N([C@H](C)CO)C[C@@H]2C)c1 | -1 | 5%
CCOC(=O)C1C2C=CC(CC2)N1c1ccccc1 (stereo not given) | 9 | 2%
Cn1cnc([N+](=O)[O-])c1S(=O)(=O)Oc1ccccc1 | 43 | -10%

# Other records
structure | HCMV antiviral | AMA1-RON2 inh
C=CCn1c(SCC(=O)Nc2c(C)n(C)n(-c3ccccc3)c2=O)nnc1-c1ccncc1 | 28 | -6%
Cc1onc(-c2ccccc2)c1-c1nnc(COC(=O)c2ccc(F)cc2)o1 | -3 | 40%[activator]
CC1(C(=O)NCc2ccccc2Br)CCN1C(=O)C1(c2ccc(Cl)cc2)CC1 (stereo not given) | 18 | -3%
Cc1cc(F)ccc1C(O)c1ncc(-c2ccc(Cl)cc2)[nH]1 (stereo not given) | -8 | -18%
COC(=O)Cc1ccc(OC2(C)CCN(Cc3ccc(-c4ccccn4)cc3)C2)cc1 (stereo not given) | -20 | -8%
O=C(NNc1ccccc1)C(=O)NNc1ccccc1 | 12 | ?
CC1(C(=O)NS(=O)(=O)c2cccc(F)c2)CCN1C(=O)Cc1ccccc1 (stereo not given) | -13 | -7%
CCCCOP(=O)(OCCCC)C1(C)CC(=O)CC(C)(C)C1 (stereo not given) | -21 | 7%
C=CCC(NC(=O)N(C)C)(C(=O)OC)C(C)O (stereo not given) | -38 | -7%
CC1(C(=O)NC2CCc3ccccc32)CCN1CCc1ccccc1 (stereo not given) | 0 | -7%
CCN(Cc1ccc(Br)s1)C(=O)CSc1nnc(C2CC2)n1C1CC1 | 19 | 2%
CCOC(=O)Nc1ccc(S(=O)(=O)Nc2onc(C)c2C)cc1 | -23 | 7%

# Continued:
structure | HCMV antiviral | AMA1-RON2 inh
CC1=C(C(=O)N2CCOCC2)CC(CC(=O)NC2CCCCC2)C(=O)N1Cc1ccc(C(C)(C)C)cc1 (stereo not given) | -2 | 6%
O=C(Nc1ccccc1)C1=C[C@@H](c2ccc(C(F)(F)F)cc2)C[C@@H](OCCCCO)O1 | -10 | 0%
Cc1ccc2c(Cl)c(C)c(N3CCOCC3)nc2n1 | -11 | 18%
CC(C)CC1C(=O)N(Cc2cn(Cc3ccco3)nn2)CCS(=O)(=O)N1Cc1ccc(-c2ccc(F)nc2)cc1 (stereo not given) | -6 | -7%
CC1(C)Cc2c(c(N3CCOCC3)nc3sc4c(NCCN)ncnc4c23)CO1 | 0 | -4%
CCCC1NC(=O)c2cc3ccccc3cc2-n2c1nc1ccc(C)cc1c2=O (stereo not given) | -23 | 9%
CCc1nc2c(OCc3ccc(Cl)cc3)cccn2c1N(C)C(=O)c1ccc2c(c1)OCO2 | -12 | -18%
OCC[C@@H]1C[C@H](O)[C@@H](O)[C@]2(CCCCO2)O1 | -16 | 10%
COc1ccc(C2CCc3cc(OC)c(OC)cc3C2NC=O)cc1OC (stereo not given) | -22 | -11%
COc1ccc(NC(=O)C(C2CC2)n2c(=O)c(-c3ccccc3)nc3ccccc32)cc1 (stereo not given) | -34 | 7%
CCC(Sc1nc2ccsc2c(=O)n1CCC(=O)O)C(=O)Nc1ccc(Cl)cc1 (stereo not given) | 1 | -28%
CCN(CC)C(=O)C1=C(C)N(CCCOC)C(=O)C(CC(=O)NCC2CCCCC2)C1 (stereo not given) | 15 | -5%

# (more compounds)
structure | HCMV antiviral | AMA1-RON2 inh
CC(=O)c1cccc(-c2cnc3c(NC=O)cc(-c4ccc(C(=O)N5CCOCC5)cc4)cn23)c1 | -5 | 37%[activator]
Oc1ccc(C[C@H]2CNC(=S)N2C[C@H]2CCCN2C[C@H](Cc2ccccc2)N2C[C@H](Cc3ccc(O)cc3)N(CCc3ccccc3)C2=S)cc1 | ? | 11%
COc1ccc(-c2csc(NC(=O)c3c(C)noc3C)n2)cc1OC | -2 | -13%
Cc1nc2ccc(Cl)cc2[nH]1 | 21 | 7%
CC(=O)Nc1c(Cl)cnn(-c2ccccc2)c1=O | ? | 1%
CC12CCC(=O)N1C(C(=O)NCCc1ccc(F)cc1)CS2 (stereo not given) | 101 | -6%
COc1ccccc1CN(C)C[C@@H]1OCc2cnnn2CCCC(=O)N([C@H](C)CO)C[C@H]1C | 27 | 4%
Cc1cc(/C=C2/C(=O)NC(=O)N(c3ccccc3)C2=O)c(C)n1-c1ccc(F)cc1 | 6 | -8%
CN(Cc1ccc2c(c1)CCCN2C)C(=O)[C@H]1O[C@@H](n2ccc(=O)[nH]c2=O)[C@H](O)[C@@H]1O | -6 | 2%
CNC(=O)OCc1nc(SC2CCCCO2)n(C)c1COC(=O)NC (stereo not given) | 22 | 22%
COc1cc2c(cc1OC)C(=O)C(c1ccc3c(c1)OCO3)CC2 (stereo not given) | 0 | -7%
CCCCCCCCN1C(=O)[C@H](CC(=O)N2CCCC2)C[C@@]2(C(=O)OC)CC(C)(C)CC=C12 | 21 | -13%

# (next part)
structure | HCMV antiviral | AMA1-RON2 inh
CC(C)Nc1ncnc2c1ncn2[C@H]1CN(Cc2cccs2)C[C@@H](CO)O1 | -30 | 0%
COc1ccccc1NC(=O)N(C)C[C@@H]1OCc2ccccc2-c2c(n(C)c3ccccc23)C(=O)N([C@H](C)CO)C[C@@H]1C | -21 | -11%
O=c1[nH]c(=O)n(C2CC(O)C(CO)O2)cc1I (stereo not given) | -6 | -1%
O=C(NCc1cccc(C(F)(F)F)c1)C1C(=O)Nc2ccccc2C(=O)N1C1CCCC1 (stereo not given) | -8 | -5%
CC(Nc1nc(-c2ccc(F)cc2)cs1)c1nc2cc(Cl)c(N3CCCCC3)cc2n1CCCO (stereo not given) | -65* | 15%
Cc1ccc(S(=O)(=O)NN=C2CC3CC2C2CCCC32)cc1 (stereo not given) | -15 | -5%
c1cc2c3c(cccc3c1)NC1(CCCC1)N2 | 25 | 10%
O=C(OCCn1c(=S)sc2ccccc21)c1ccccc1 | -35 | 12%
Cc1ccc([C@H]2C[C@H](n3cc(-c4ccc(F)cc4)nn3)[C@@H](O)CN2C(=O)C2CCCCC2)cc1 | 9 | 11%
COc1ccccc1C=NNC(=O)NN=Cc1ccccc1OC | -38 | 55%[activator]
COc1ccc([C@H]2CC(=O)C[C@@H](CCn3nnc4ccccc43)O2)cc1 | -16 | -3%
O=c1[nH][nH]c2c1[C@H](c1ccc(Cl)cc1)O[C@H](CCc1ccccc1)C2 | -19 | 91%[activator]

# A few values from above.
# CC(C)Nc1ncnc2c1ncn2[C@H]1CN(Cc2cccs2)C[C@@H](CO)O1 @ HCMV antiviral = -30
# COc1ccccc1NC(=O)N(C)C[C@@H]1OCc2ccccc2-c2c(n(C)c3ccccc23)C(=O)N([C@H](C)CO)C[C@@H]1C @ HCMV antiviral = -21

# (listing goes on)
structure | HCMV antiviral | AMA1-RON2 inh
Cc1ccccc1C(=O)N1CCC[C@H]1C(=O)N1CCC[C@H]1C(=O)NCc1ccccn1 | 12 | 4%
NC(=O)c1cccc(-c2ccnc3c2CC(C(=O)NCC2CC2)O3)c1 (stereo not given) | 52 | 0%
Cc1ccc(S(=O)(=O)N(C)C[C@H]2OCc3cn(nn3)CCCC(=O)N([C@@H](C)CO)C[C@@H]2C)cc1 | 4 | -5%
CCC(=O)N1CCC1(C)C(=O)Nc1cnc2ccccc2c1 (stereo not given) | 54 | -8%
CC(O)(c1ccccc1)c1nc(-c2ccncc2)cs1 (stereo not given) | -8 | -5%
O=C(CC[C@H]1O[C@@H](n2ccc(=O)[nH]c2=O)[C@H](O)[C@@H]1O)N1CCN(Cc2cccc3ccccc23)CC1 | 3 | 5%
O=c1[nH]c(-c2ccccc2)cnc1-c1ccccc1 | 43 | 20%
CCN(CC)S(=O)(=O)c1ccc(N=Nc2cc(C)cc(Br)c2O)cc1 | 57 | ?
CCN(CC)CCNC(=O)c1ccc(NC(=O)c2cccc(S(=O)(=O)N(C)C3CCCCC3)c2)cc1 | -7 | 84%[activator]
CN1C(=O)CN(CCN2CC(=O)N(C)C(=O)C2)CC1=O | 18 | 146%[activator]
CCC(c1nnnn1-c1ccc2c(c1)OCCO2)N1CCN(c2cccc(C)c2C)CC1 (stereo not given) | -23 | -9%
CCNC(=O)C1(C)CCCN(C(=O)c2sc(-c3ccccc3)nc2C)C1 (stereo not given) | 26 | -3%

# Next structures follow:
structure | HCMV antiviral | AMA1-RON2 inh
COc1ccc(NC(=O)N(Cc2ccc(C)cc2)Cc2ccccn2)c(OC)c1 | -5 | 0%
CC1(C(=O)Nc2cccc3cccnc23)CCN1C(=O)CCC1CCCC1 (stereo not given) | -18 | -3%
Nc1c(-c2ccccc2)nnn1Cc1ccccc1 | 20 | -1%
CC1CCC(NC(=O)c2[nH]c(C(F)(F)F)nc2-c2ccccc2)CC1 (stereo not given) | -37 | 25%
Oc1ccc(-c2csc(Nc3ccc4c(c3)OCO4)n2)c(O)c1 | 33 | 47%[activator]
COc1ccc(S(=O)(=O)N2CCCCC2)cc1NC(=O)c1cccc(S(=O)(=O)N2CCOCC2)c1 | -5 | -13%
COC1/C=C/C=C(\C)Cc2cc(O)c(Cl)c(c2)N(C)C(=O)CC(OC(=O)C(C)C)C2(C)OC2C(C)C2CC1(O)NC(=O)O2 (stereo not given) | -91* | 24%
COC(=O)[C@]12CCCCC=C1N(Cc1ccco1)C(=O)[C@H](CC(=O)NCc1ccc(C)o1)C2 | 40 | 11%
O=C1c2ccccc2C(=O)N1N=Cc1ccc2c(c1)OCO2 | -3 | -3%
CN(C)c1cccc(NC(=O)C2Cc3c(-c4cccnc4)ccnc3O2)c1 (stereo not given) | 67 | 0%
CCc1c(-c2ccc(OC)cc2)ncn1Cc1cccc(-c2ccccc2)c1 | ? | ?
O=C1NC[C@H](Cc2ccccc2)N(C[C@@H]2CCCN2C[C@H](Cc2ccccc2)N2C[C@H](Cc3ccccc3)N(CC3CCCCC3)C(=O)C2=O)C1=O | -10 | -17%

# Part of the list above, set out differently.
> CCCC1NC(=O)c2cc3ccccc3cc2-n2c1nc1ccc(C)cc1c2=O (stereo not given)
  HCMV antiviral: -23
  AMA1-RON2 inh: 9%

> CC1=C(C(=O)N2CCOCC2)CC(CC(=O)NC2CCCCC2)C(=O)N1Cc1ccc(C(C)(C)C)cc1 (stereo not given)
  HCMV antiviral: -2
  AMA1-RON2 inh: 6%

> CNC(=O)OCc1nc(SC2CCCCO2)n(C)c1COC(=O)NC (stereo not given)
  HCMV antiviral: 22
  AMA1-RON2 inh: 22%

> Cn1cnc([N+](=O)[O-])c1S(=O)(=O)Oc1ccccc1
  HCMV antiviral: 43
  AMA1-RON2 inh: -10%
